BAZ2B inh: qHTS Assay for Inhibitors of BAZ2B; AID 504333, 2011; 360,000 compounds, 4.4% hits; AlphaScreen BAZ2B-H3K14Ac peptide displacement; Potency, µM (series often up to 114 µM), inactives show at the top dose activity change, negative = inhibition, hits mostly inhibitors; Bromodomain adjacent to zinc finger domain protein 2B (Homo sapiens), Q9UIF8; also: % is scaled to controls: 0 for no effect and ±100 for the full control effect; nearly all actives have a fitted effect of over 60% in size
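Multi-concentration screen (max 110 uM) measuring displacement of acetylated histone H3 peptide from BAZ2B by AlphaScreen, using 50 nM protein, 50 nM peptide and 10 ug/mL streptavidin donor plus Ni-chelate acceptor beads.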
APE1 inh: qHTS Assay for Inhibitors of the Human Apurinic/apyrimidinic Endonuclease 1 (APE1) | recombinant APE1, TAMRA/BHQ-2 abasic DNA cleavage fluorescence | DNA repair nuclease/redox regulator APEX1 (Homo sapiens), P27695 | Potency, µM (top dose mostly 65.8 µM), for the others: at the top dose activity change, negative = inhibition, hits mostly inhibitors | 350,000 compounds, 0.35% hits;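 also: plate controls were vehicle for no effect and reference inhibitor for full effect; nearly all actives have a fitted effect of over 55% in size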
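Incision of a quenched TAMRA/BHQ-2 THF abasic-site duplex (50 nM) by 0.75 nM APE1, after 15 min compound preincubation, measured as fluorescence increase over three 60 s reads. Values normalized to buffer, DMSO and NSC13755 control wells.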
POLI inh: qHTS for Inhibitors of Polymerase Iota; DNA polymerase iota (Homo sapiens), Q9UNA4; Pol iota fluorescent replication assay, 10 min; Potency, µM (highest dose often 115 µM), for inactives: top-dose activity, negative = inhibition, hits mostly inhibitors; 390,000 compounds, 1% hits; AID 588590, 2011
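Pol iota at 10 nM preincubated 15 min with compounds at room temperature; reaction started with fluorescent substrate, 50 nM final. Fluorescence read kinetically at 0 and 10 min; buffer-only wells as negative control.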
JMJD2A Tudor inh: qHTS Assay for Inhibitors of JMJD2A-Tudor Domain; AID 504339, 2011; Potency, µM (series often up to 114 µM), inactives show top-dose activity change, negative = inhibition, actives largely listed as inhibitors; AlphaScreen JMJD2A-Tudor / H3K4me3 peptide binding; Lysine-specific demethylase 4A (Homo sapiens), O75164; 390,000 compounds, 4.4% hits; also: % is scaled to controls: 0 for no effect and ±100 for the full control effect; nearly all actives have a fitted effect of over 50% in size
BLM inh: qHTS Assay for Inhibitors of Bloom's syndrome helicase (BLM); recombinant BLM DNA unwinding, fluorescence dequenching; Potency, µM (highest dose often 56.1 µM), without a hit: at the highest dose activity change, negative = inhibition, actives largely listed as inhibitors; 350,000 compounds, 0.2% hits;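 also: plate controls were vehicle for no effect and no enzyme for full effect; nearly all actives have a fitted effect of over 35% in size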
Target sequence (P54132 whole entry, looked up): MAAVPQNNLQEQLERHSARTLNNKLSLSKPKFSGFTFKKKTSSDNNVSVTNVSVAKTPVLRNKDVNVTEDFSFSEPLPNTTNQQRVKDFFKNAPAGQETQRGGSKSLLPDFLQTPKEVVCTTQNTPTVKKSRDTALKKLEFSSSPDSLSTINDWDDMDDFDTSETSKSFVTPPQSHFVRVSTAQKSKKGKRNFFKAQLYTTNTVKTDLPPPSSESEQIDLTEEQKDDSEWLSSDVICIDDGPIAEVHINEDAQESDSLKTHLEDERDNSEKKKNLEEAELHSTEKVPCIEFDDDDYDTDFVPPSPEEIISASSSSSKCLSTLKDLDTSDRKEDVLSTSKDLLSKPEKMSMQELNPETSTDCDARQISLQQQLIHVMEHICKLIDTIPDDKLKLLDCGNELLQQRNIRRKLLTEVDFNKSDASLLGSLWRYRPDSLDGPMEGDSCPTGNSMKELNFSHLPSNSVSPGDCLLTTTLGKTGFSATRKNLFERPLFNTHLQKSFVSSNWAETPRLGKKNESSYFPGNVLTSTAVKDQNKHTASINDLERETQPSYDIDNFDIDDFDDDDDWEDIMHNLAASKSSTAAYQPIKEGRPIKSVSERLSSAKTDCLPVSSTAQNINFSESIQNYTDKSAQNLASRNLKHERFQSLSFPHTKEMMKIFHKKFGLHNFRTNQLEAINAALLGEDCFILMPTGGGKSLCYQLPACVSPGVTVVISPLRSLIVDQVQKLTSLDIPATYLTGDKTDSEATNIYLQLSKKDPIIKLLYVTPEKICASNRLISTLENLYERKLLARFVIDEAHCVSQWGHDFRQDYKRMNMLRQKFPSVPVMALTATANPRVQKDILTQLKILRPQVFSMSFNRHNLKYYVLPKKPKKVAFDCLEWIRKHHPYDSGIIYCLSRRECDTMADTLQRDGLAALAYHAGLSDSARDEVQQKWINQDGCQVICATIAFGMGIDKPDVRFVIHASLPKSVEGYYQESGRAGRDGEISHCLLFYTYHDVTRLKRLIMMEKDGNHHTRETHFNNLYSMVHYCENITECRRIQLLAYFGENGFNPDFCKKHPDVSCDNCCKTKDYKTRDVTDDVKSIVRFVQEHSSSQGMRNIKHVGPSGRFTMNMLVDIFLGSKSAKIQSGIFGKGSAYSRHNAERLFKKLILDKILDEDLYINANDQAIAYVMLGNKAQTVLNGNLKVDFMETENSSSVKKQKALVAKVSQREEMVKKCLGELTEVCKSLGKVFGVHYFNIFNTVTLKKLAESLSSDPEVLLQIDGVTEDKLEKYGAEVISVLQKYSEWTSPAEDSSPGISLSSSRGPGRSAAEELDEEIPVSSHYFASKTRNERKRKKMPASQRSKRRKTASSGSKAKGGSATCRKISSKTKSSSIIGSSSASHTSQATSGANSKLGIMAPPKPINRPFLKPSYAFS
POLH inh: qHTS for Inhibitors of Polymerase Eta; AID 588591, 2011; DNA polymerase eta (Homo sapiens), Q9Y253; Potency, µM (doses to about 114 µM), without a hit: at the top dose activity change, negative = inhibition, actives largely listed as inhibitors; recombinant Pol eta, fluorescent DNA replication assay; 390,000 compounds, 1.2% hits; also: % is scaled to controls: 0 for no effect and ±100 for the full control effect
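Pol eta at 10 nM preincubated with compounds 15 min at room temperature; reaction started with fluorescent substrate (50 nM final) and read kinetically at 0 and 10 min.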
POLK inh: qHTS for Inhibitors of Polymerase Kappa; DNA polymerase kappa (Homo sapiens), Q9UBT6; purified Pol kappa, fluorescent DNA synthesis assay, 10 min; Potency, µM (series often up to 107 µM), inactives show at the highest dose activity, negative = inhibition, most hits filed as inhibitors; 400,000 compounds, 0.53% hits; AID 588579, 2011; also: % is scaled to controls: 0 for no effect and ±100 for the full control effect
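Activity was followed as the change in fluorescence between reads at 0 and 10 min after starting the reaction with 50 nM substrate. Beforehand, 10 nM polymerase had been preincubated with compound for 15 min at room temperature.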
G9a inh: qHTS Assay for Inhibitors of Histone Lysine Methyltransferase G9a. G9a H3K9 monomethylation, AlphaScreen, 2 h. Potency, µM (titrated, usually from 102 µM), for the others: at the highest dose activity, negative = inhibition, usual class: inhibitors. 350,000 compounds, 8.8% hits. AID 504332, 2011; also: % is scaled to controls: 0 for no effect and ±100 for the full control effect; nearly all actives have a fitted effect of over 75% in size
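Quantitative HTS format: methyltransferase activity on a biotin-tagged H3K9 peptide is measured by AlphaScreen, using a rabbit anti-monomethyl-H3K9 antibody with streptavidin donor and anti-IgG acceptor beads. Final levels are 20 nM enzyme, 500 nM peptide, 20 uM SAM; 2 h RT.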
Pol beta inh: qHTS Assay for Inhibitors of DNA Polymerase Beta. P06746. Potency, µM (top dose mostly 114 µM), for the others: at the highest dose activity change, negative = inhibition, most hits filed as inhibitors. Pol beta primer extension/strand displacement, fluorescence kinetic. 340,000 compounds, 1.3% hits. AID 485314, 2010; also: % is scaled to controls: 0 for no effect and ±100 for the full control effect
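Pol beta (10 nM) was preincubated with compound for 15 min at room temperature. The reaction was then started with 50 nM substrate and read immediately and after a further 10 min at room temperature.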
* hit, by the source's call; ? = inconclusive; nt = no result given; & = joins results of further samples; [ ] = another dose, or the depositor's remark. Calls follow the shape of the dose curve; as a rule, active = well fitted curve in the direction sought with a large enough effect; inconclusive = small, poorly fitted or top-dose-only effect, or another doubt; inactive = no such curve, though single readings can be large; an effect the other way counts as inactive or inconclusive. Potency is read from the fitted curve at half-maximal effect.

SMILES | BAZ2B inh | APE1 inh | POLI inh | JMJD2A Tudor inh | BLM inh | POLH inh | POLK inh | G9a inh | Pol beta inh
COc1cc(SC)ccc1C(=O)NCCOc1ccc(Cl)cc1 | 15% | -3% | -12% | 30% | -9% | -24% | -12% | 35%[activator][59 µM] | 0%
Cn1c(-c2ccccc2O)cc2ccccc21 | ? | ? | -9% | ? | -8% | -1% | -6% | ? | 3%
Cc1ccccc1-c1ccc(CN2CCN(C)C(CCO)C2)cc1 (stereo not given) | -18% | 21% | -7% | -7% | 1% | -14% | 10% | 24% | 11%
CCS(=O)(=O)NCCCCc1ccccc1 | 6% | 2% | 11% | -14% | 0% | 10% | 1% | 10%[12.7 µM] | 7%
Cc1ccc2[nH]c(=O)c(CN(Cc3ccc4c(c3)OCO4)Cc3nnnn3C3CCCC3)cc2c1 | -33% | 1% | 24% | -27% | -4% | -11% | -13% | -33%[59 µM] | 16%
O=C(CCc1ccccc1)NNC(=O)Cc1ccccc1 | 3% | 3% | 6% | -8% | -2% | 1% | 0% | 2% | 16%
O=C(O)c1ccc(COc2ccccc2/C=C2\NC(=O)N(Cc3ccccc3)C2=O)cc1 | -28% | ? | 29% | 25µM* | -6% | 5% | -18% | ? | -5%
COc1cc(OC)c(C(=O)OCC(=O)NCC2CCCCC2)cc1OC | 7% | 39% | 19% | -12% | nt | -13% | -4% | ? | nt
COC(=O)Nc1nnc(-c2ccco2)s1 | -11% | -2% | ? | -25% | -2% | 3% | -27% | nt | 0%
CN(CC(=O)Nc1ccccc1Cl)C(=O)C1CCN(S(=O)(=O)c2ccc3c(c2)OCCO3)CC1 | 3% | 29% | 33%[activator] | -8% | nt | -20% | -16% | 1%[12.7 µM] | nt
Cc1ccc(/C=N/NC(=O)CN2C(=O)CSc3ccccc32)o1 | -2% | 4% | 81%[activator] | -5% | -2% | 6% | -17% | 45µM* | 5%
Cn1c(=O)c(=O)n(C)c2cc(S(=O)(=O)CCC(=O)Nc3ccc(F)cc3)ccc21 | -5%&0% | -14% | -2%&-8% | -12%&10% | 2%&-3% | -7% | 1%&-7% | -26% | -8%
C/C=C(/C)C(=O)OC1C(OC(C)=O)[C@@]2(CO)C(O)C[C@@]3(C)C(=CCC4[C@@]5(C)CCC(OC6OC(C(=O)O)[C@@H](O[C@@H]7OC(CO)C(O)C(O)C7O)C(O)[C@H]6O[C@@H]6OC(CO)C(O)C(O)C6O)[C@](C)(CO)C5CC[C@@]43C)C2CC1(C)C (stereo not given in full) | nt | -10% | nt | nt | -8% | nt | -2%[60.1 µM] | -40%[2.33 µM] | nt
COc1cc(C(=O)Nc2cccc(S(=O)(=O)NCc3ccco3)c2)cc(OC)c1OC | ? | -6% | 34%[activator] | -18% | nt | -24% | -3% | -7%[12.7 µM] | nt
Cc1ccc(C(=O)N/C(=C\c2cn(C)c3ccccc23)C(=O)NCCCn2ccnc2)cc1 | ? | -2% | 33%[activator] | ? | -9% | -13% | -17% | -26% | -5%
O=S(=O)(NCCN1CCN(S(=O)(=O)c2ccccc2F)CC1)c1ccccc1F | nt | 26% | 19% | -3% | nt | -10% | -13% | nt | nt
COc1cc(CNc2ccc3[nH]c(=O)[nH]c3c2)ccc1OCc1c(F)cccc1Cl | -10% | 57%[activator] | 139%[activator] | -16% | -4% | 0% | -17% | ? | 7%
COc1cc(NC(=O)c2cc3c(s2)-c2ccccc2OC3)cc(OC)c1OC | -33% | nt | 10% | -32% | -23% | -26% | -10% | -34%[59 µM] | 8%
CSc1ncc(Cl)c(C(=O)N(C)c2ccccc2)n1 | -17% | nt | 6% | 2% | 0% | -16% | 11% | 3%[59 µM] | 1%
CSc1ccc(S(=O)(=O)Nc2ccc(N3CCOCC3)c(Cl)c2)cc1 | 6% | -5% | 18% | -19% | -7% | -17% | -16% | -10%[59 µM] | -1%
CCC(=O)N1CCCc2ccccc21 | 1% | -43% | ? | -22% | -1% | -5% | -7% | nt | ?
O=C(NC1CCS(=O)(=O)C1)Oc1ccc(Cl)cc1 (stereo not given) | -6% | 13% | -3% | 2% | -3% | -9% | 3% | -5% | 24%
Cc1cccnc1NC(=O)COc1ccc2oc3c(c2c1)CCCC3 | -19% | -8% | 2% | -18% | 3% | 8% | -13% | -6%[59 µM] | -6%
c1ccc(-c2nnc(CSc3nnc(-c4cccs4)o3)o2)cc1 | 11% | -1% | 11% | -5% | 2% | -1% | -8% | 7% | -15%
COc1ccc(C(=O)OC(C)C(=O)NC(C)CCc2ccccc2)c(OC)c1 (stereo not given) | 5% | -20% | 31%[activator] | -6% | -2% | -19% | 7% | 22% | 23%

JMJD2A Tudor inh, entries above that show a hit.
| Structure | BAZ2B inh | POLI inh | JMJD2A Tudor inh | BLM inh | POLH inh | POLK inh | G9a inh | Pol beta inh |
| --- | --- | --- | --- | --- | --- | --- | --- | --- |
| O=C(O)c1ccc(COc2ccccc2/C=C2\NC(=O)N(Cc3ccccc3)C2=O)cc1 | -28% | 29% | 25µM* | -6% | 5% | -18% | ? | -5% |

Other results follow.
SMILES | BAZ2B inh | APE1 inh | POLI inh | JMJD2A Tudor inh | BLM inh | POLH inh | POLK inh | G9a inh | Pol beta inh
O=C(c1ccc2ccccc2c1)N1CCCCC1 | 3% | 10% | 36%[activator] | -5% | -5% | -5% | 0% | 14% | 13%
CCC(CO)NC1=C([N+](=O)[O-])C(=O)CC(C)(C)C1 (stereo not given) | -4% | 7% | 29% | -22% | -1% | -2% | -4% | 19%[59 µM] | 8%
O=C(NCc1cccnc1)c1ccc(CS(=O)(=O)Cc2ccc(Cl)cc2)o1 | -7% | 7% | -12% | 7% | 1% | -8% | 4% | -39%[12.7 µM] | 24%
COc1ccc(NC(=O)c2cc(S(=O)(=O)N(C)C)ccc2N2CCCC2)cc1Cl | -21% | -6% | 3% | -26% | -9% | -7% | -21% | 14%[59 µM] | ?
O=C(O)COCC(=O)NCc1csc2ccc(Cl)cc12 | 15% | 0% | 22% | -1% | 6% | 9% | -11% | ? | 0%
O=C1Nc2ccccc2N(O)N1c1ccc(Cl)c(Cl)c1 | -16% | -6% | 69%[activator] | -15% | -6% | -16% | -9% | 7% | 20%
CCOc1ncccc1C(=O)Nc1ccc2c(C)cc(=O)oc2c1 | -1% | -1% | -8% | -12% | -6% | 5% | -9% | 3%[59 µM] | -28%
Cc1cc(C(=O)Nn2c(C3CCCCC3)nc3ccccc3c2=O)ccc1[N+](=O)[O-] | -27% | -6% | 34%[activator] | -13% | -7% | -19% | -22% | -1% | 11%
Cc1noc(C)c1S(=O)(=O)N1CCCC1C(=O)NC(C)(C)C (stereo not given) | 1% | 42% | 11% | 9% | 3% | -10% | 6% | -4% | 23%
O=C1Cc2ccccc2C(=O)N1c1cccc(Cl)c1 | -28% | 54%[activator] | ? | -25% | -12% | -11% | -14% | 40µM* | -8%
O=C(N/N=C/c1c(O)ccc2ccccc12)Nc1ccccc1 | nt | nt | 5% | -30% | nt | -9% | 5% | nt | nt
Cc1ccc(Cn2ccc(NC(=O)c3nc4ncccn4n3)n2)cc1 | 6% | 16% | 13% | -11% | -4% | -6% | -13% | 3%[59 µM] | 43%
COc1ccc(C(CNC(=O)c2ccc(C)c(S(=O)(=O)N3CCCCC3)c2)N2CCCC2)cc1 (stereo not given) | nt | nt | ? | -22% | nt | -21% | -24% | nt | nt
Cc1cc(C(=O)COC(=O)c2ccc(O)cc2)c(C)n1CC1CCCO1 (stereo not given) | -39% | ? | 89µM* | ? | -3% | -24% | ? | ? | 29%
O=C(O)COc1cccc2ccccc12 | -4% | -4% | -14% | -8% | 5% | -12% | -16% | ? | 7%
CC1=Nc2cc(C(=O)NC3CCCCC3)ccc2Sc2ccc(Cl)cc21 | -10% | nt | ? | -24% | -4% | 3% | -18%[60.1 µM] | -6%[59 µM] | ?
CC1=C(C(=O)Nc2ccc(Cl)cc2)C(C(C)C)n2nc(SCc3cccc(C)c3)nc2N1 (stereo not given) | -1% | nt | 23% | 7% | -3% | -22% | -20% | 12%[59 µM] | 1%
O=C(COc1ccccc1[N+](=O)[O-])Nc1ccc(NC(=O)c2cc3ccccc3o2)cc1 | ? | 1% | ? | -15% | -3% | ? | 1% | ? | -18%
CCOC(=O)N1CCN(S(=O)(=O)N2CCCC(C(=O)NCc3cc(OC)ccc3OC)C2)CC1 (stereo not given) | -1% | nt | -1% | -3% | -3% | -19%&-5% | -7%[60.1 µM] | 9%[59 µM] | 23%
O=S(=O)(Nc1ncccn1)c1ccc(NC(=S)Nc2ccc(Cl)cc2)cc1 | -7% | -3% | 5% | -1% | -2% | -2% | -20% | nt | 1%
O=C(c1nc2ccc(Cl)cn2c1CNCCc1cnccn1)N1CCCCCCC1 | -2% | 4% | -1% | -5% | -2% | -9% | -16% | 81%[activator] | -23%
COc1ccc(OC)c(/C=C/C(=O)OCC(=O)N2C(C)CCCC2C)c1 (stereo not given) | nt | -1% | 8% | 12% | nt | -14% | -15% | nt | nt
COC(=O)Cn1cc(/C=C/c2cc[n+](C)cc2)c2ccccc21 | 45µM* | 20% | 19% | ? | 1% | -3% | -19% | 45µM* | 18%

Structures listed so far containing fluorine, in the order listed:
SMILES | BAZ2B inh | APE1 inh | POLI inh | JMJD2A Tudor inh | BLM inh | POLH inh | POLK inh | G9a inh | Pol beta inh
Cn1c(=O)c(=O)n(C)c2cc(S(=O)(=O)CCC(=O)Nc3ccc(F)cc3)ccc21 | -5%&0% | -14% | -2%&-8% | -12%&10% | 2%&-3% | -7% | 1%&-7% | -26% | -8%
O=S(=O)(NCCN1CCN(S(=O)(=O)c2ccccc2F)CC1)c1ccccc1F | nt | 26% | 19% | -3% | nt | -10% | -13% | nt | nt
COc1cc(CNc2ccc3[nH]c(=O)[nH]c3c2)ccc1OCc1c(F)cccc1Cl | -10% | 57%[activator] | 139%[activator] | -16% | -4% | 0% | -17% | ? | 7%

From PubChem BioAssay

An excerpt, so the mix of outcomes need not match the whole.
